# KDM4E inh: inhibitors of human JMJD2E histone demethylase. JMJD2E catalytic domain, FDH-coupled NADH fluorescence (FDH is formaldehyde dehydrogenase). B2RXH2. actives 1.6% (n = 230,000). Potency, µM (highest dose often 57.1 µM), for inactives: top-dose activity change, negative = inhibition, most hits filed as inhibitors; active = well fitted inhibition curve with a large enough effect, not every such curve was filed as active; inconclusive = small, poorly fitted or top-dose-only effect, or another doubt; inactive = no such curve, though single readings can be large or run the other way;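 also: 0% = wells with enzyme and -100% = buffer wells without enzyme; nearly all actives have a fitted effect of over 50% in size; many of its hits are not listed in these tables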
# Target sequence (B2RXH2 1-337 limits assumed): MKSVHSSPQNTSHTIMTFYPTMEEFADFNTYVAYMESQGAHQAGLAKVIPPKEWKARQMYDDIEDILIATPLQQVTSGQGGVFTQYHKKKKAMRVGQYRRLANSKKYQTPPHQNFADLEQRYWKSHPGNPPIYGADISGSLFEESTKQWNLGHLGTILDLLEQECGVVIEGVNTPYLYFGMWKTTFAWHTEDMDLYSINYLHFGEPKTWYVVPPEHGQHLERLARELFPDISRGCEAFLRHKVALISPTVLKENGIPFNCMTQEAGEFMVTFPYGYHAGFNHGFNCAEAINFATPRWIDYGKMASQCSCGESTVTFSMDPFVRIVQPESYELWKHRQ
# Epigenetic reg: derepresses silenced GFP reporter in murine cells. murine LDR cells, GFP reporter derepression, 30 h. Potency, µM (doses to about 53.9 µM), for inactives: at the top dose GFP activation, most hits filed as activators. actives 0.2% (n = 280,000). AID 1865; also: % of control where 0% means no effect; nearly all actives have a fitted effect of over 60% in size
#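 Murine LDR cells carrying a silenced, genomically integrated CMV-driven GFP reporter were exposed to compound for 30 hours at 37 C. After PBS washes, GFP-positive cells (20–120 um objects) were counted by laser-scanning microplate cytometry.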
# RECQ1 helicase: RECQ1 (human) helicase inhibition; P46063; RECQ1 DNA unwinding, red fluorescence kinetic read; Potency, µM (titrated, usually from 57.3 µM), for inactives: top-dose activity, negative = inhibition, hits mostly inhibitors; actives 0.54% (n = 240,000); AID 2549;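 also: plate controls were vehicle for no effect and no enzyme for full effect; nearly all actives have a fitted effect of over 30% in size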
#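 RECQ1T1 50 nM; forked duplex (20 bp + 30-nt ss tails) 200 nM, ATP 2 mM final; pH 8.0, 2 mM MgCl2, 2.5 ug/ml poly(dI-dC); 15 min compound preincubation; discontinuous kinetic read over 2 h at RT.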
# SMN2 splice enh: increases expression of the SMN2 splice variant; HEK293 SMN2-luciferase splicing reporter, luminescence, 30-36 h; Potency, µM (series often up to 46.1 µM), for inactives: at the highest dose activity change, positive = activation, usual class: activators; actives 2.8% (n = 210,000); AID 1458; also: % of control where 0% means no effect; nearly all actives have a fitted effect of over 55% in size
#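 qHTS luciferase splicing reporter: luminescence rises when SMN2 exon 7 is included in transfected HEK293 cells. Compound exposure lasted 30-36 h at 37C, with 4.5 mM final sodium butyrate as control, followed by a ONE-Glo read.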
# NPSR antag: blocks cAMP signaling of the human neuropeptide S receptor. actives 1% (n = 220,000). Potency, µM (titrated, usually from 38.3 µM), without a hit: top-dose activity change, negative = inhibition, usual class: inhibitors. AID 1461. CHO-NPSR cells, cAMP TR-FRET, antagonist mode; also: % is scaled to controls: 0 for no effect and ±100 for the full control effect; nearly all actives have a fitted effect of over 50% in size; many of its hits are not listed in these tables
# Target sequence (Q6W5P4 whole entry, looked up): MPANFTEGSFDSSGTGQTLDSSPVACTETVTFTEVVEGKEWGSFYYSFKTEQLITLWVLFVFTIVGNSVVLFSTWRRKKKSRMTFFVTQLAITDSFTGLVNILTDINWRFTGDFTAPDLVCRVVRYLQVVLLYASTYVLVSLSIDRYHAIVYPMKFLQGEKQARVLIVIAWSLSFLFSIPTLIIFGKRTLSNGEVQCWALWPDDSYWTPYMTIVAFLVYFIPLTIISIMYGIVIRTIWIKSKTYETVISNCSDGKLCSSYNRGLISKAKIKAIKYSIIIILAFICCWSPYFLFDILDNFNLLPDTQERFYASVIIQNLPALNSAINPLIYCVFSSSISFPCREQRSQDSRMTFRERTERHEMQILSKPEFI
# RGS12 GoLoco inh: RGS12 GoLoco-Gai1 interaction inhibition; P63096; Gai1:RGS12 GoLoco peptide FP, rhodamine, 10 min; Potency, µM (top dose mostly 61.6 µM), for the others: top-dose activity, negative = inhibition, actives largely listed as inhibitors; actives 0.44% (n = 230,000); active = well fitted inhibition curve with a large enough effect, not every such curve was filed as active; inactive = no such curve, though single readings can be large or run the other way; also: % is scaled to controls: 0 for no effect and ±100 for the full control effect; nearly all actives have a fitted effect of over 30% in size; many of its hits are not listed in these tables
# IMPase Li cell: cell-permeable IMPase inhibitors with lithium potentiation. Potency, µM (series often up to 59.4 µM), inactives show at the highest dose activity, negative = IMPase inhibition, most hits filed as inhibitors. AID 1457. actives 0.35% (n = 210,000). CHO-M1 cells, IP1 TR-FRET (IP-One), carbachol + lithium;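 also: IP1 builds up when IMPase is blocked and the TR-FRET signal falls; plate controls were basal vehicle for no effect and high inhibitor control for full effect; nearly all actives have a fitted effect of over 50% in size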
#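 Lithium-sensitised IP1 accumulation assay; M1-expressing CHO cells treated 30 min at 37C with compound. Competitive antibody detection by time-resolved FRET followed a 10 min room-temperature lysis step.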
# Luc counter: counter-screen: inhibitors of Kinase-Glo firefly luciferase; Q27757; actives 0.28% (n = 200,000); Potency, µM (series often up to 38.3 µM), for the others: at the top dose activity change, negative = inhibition, hits mostly inhibitors; AID 1379; Kinase-Glo luciferase, ATP luminescence, 8 min; also: % is scaled to controls: 0 for no effect and ±100 for the full control effect; nearly all actives have a fitted effect of over 60% in size
#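 Inhibition of Kinase-Glo luciferase light generation was assessed at 10 uM ATP in pH 7.2 imidazole buffer, with luminescence measured after eight minutes at ambient temperature.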
# * marks the source's active call; other numbers are inactive results; i = inactive; ? = inconclusive; · = not tested or not shown; [ ] = another dose, or the depositor's remark. Unless noted, calls follow the shape of the dose curve; as a rule, active = well fitted curve in the direction sought with a large enough effect; inconclusive = small, poorly fitted or top-dose-only effect, or another doubt; inactive = no such curve, though single readings can be large; an effect the other way counts as inactive or inconclusive. Potency is read from the fitted curve at half-maximal effect.
# Sequence of screens: NPSR antag | Luc counter | KDM4E inh | RGS12 GoLoco inh | IMPase Li cell | SMN2 splice enh | RECQ1 helicase | Epigenetic reg
> O/N=C1\CCCc2nnc3c(c21)CCCC3
    ? | -2% | 6% | 6% | -2%[38.3 µM] | -13% | -5% | -0.9%
> Cc1cc(C)c2oc(C(=O)Nc3ccc(S(=O)(=O)Nc4nccs4)cc3)cc(=O)c2c1
    -15% | · | 1% | 6% | · | · | i | 1.1%
> Cc1ccccc1NC(=O)C[n+]1cc(-c2ccccc2)n2c1CCC2
    23% | · | 6% | 6% | · | · | -6% | 0.3%
> Cc1cc(C)nc(SC(C(=O)O)c2ccccc2)n1 (stereo unspecified)
    20% | 0% | 0% | 3% | 0% | -2% | 0% | 1.0%
> Cc1ccc(-c2nc3c(=O)n(-c4ccccc4)c4c(c(=O)n(C)c(=O)n4C)c3o2)cc1
    19% | · | ? | 13% | · | · | -4% | 0.0%
> Cc1noc(C)c1C(=O)N1CCC2(CCN(C(=O)NC(C)C)CC2)CC1
    · | -2% | · | 4% | 0% | 0% | -5% | ·
> O=c1cc(CSc2nnnn2-c2ccccc2)nc2scc(-c3ccccc3)n12
    -15%[46.1 µM] | 1% | ? | 44%[activator] | 17%[38.3 µM] | -16% | -24% | 0.0%
> COC(=O)C(Cc1c[nH]c2ccccc12)NC(=O)CNC(C)=O (stereo unspecified)
    -3%[46.1 µM] | 2% | 1% | 14% | -4%[38.3 µM] | -17% | -1% | 0.0%
> Cc1nn(Cc2ccccc2)c(C)c1C(=O)Nc1ccc(N2CCOCC2)cc1
    -7%[46.1 µM] | -7% | 1% | -17% | -1%[38.3 µM] | -12% | -3% | 0.3%
> O=C(NC(Cc1ccc2c(c1)OCO2)C(=O)NC(Cc1ccccc1)C(=O)O)c1ccccc1 (stereo unspecified)
    -8%[46.1 µM] | 3% | 6% | 0% | -9%[38.3 µM] | 25% | 2% | -4.6%
> COc1ccc(-c2n(Cc3ccccc3)c3ccccc3[n+]2Cc2ccccc2)cc1
    10µM* | -2% | ? | 5% | 26% | -39%[inhibitor] | i | 0.0%
> COc1ccc(N2CCN(CCCNC(=O)C3(S(=O)(=O)c4ccc(Cl)cc4)CC3)CC2)cc1
    -10%[46.1 µM] | 0% | -3% | -1% | 19%[38.3 µM] | -16% | -16% | -0.8%
> Cc1c(C(=O)O)cccc1-n1c(C)cc(/C=N/Nc2ccc([N+](=O)[O-])cn2)c1C
    10µM* | · | -3% | 24% | · | · | -20% | 0.1%
> COc1cccc(C(=O)NCCN2C(=O)S/C(=C/c3cccs3)C2=O)c1OC
    -7% | -2% | 1% | 13% | 17% | 7% | i | 2.1%
> COc1cc(OC)c(-c2nn3c(-c4cccnc4)nnc3s2)cc1OC
    -7%[46.1 µM] | · | ? | · | · | · | -8% | 1.1%
> Cc1cccc(NC(=O)/C(C#N)=C\c2ccc(C(=O)O)cc2)c1
    -17% | 4% | 0% | -6% | -5% | -7% | i | 1.3%
> C=CCn1c(C)nnc1SCC(=O)c1[nH]c(C)c(C(C)=O)c1C
    5% | 11% | 5% | 1% | -4% | -7% | -1% | -0.3%
> COc1ccccc1N1CC(C)(C)C(=O)N(C(=O)c2ccc(C)cc2)C1=S
    -12% | · | -4% | 7% | · | · | -17% | -1.0%
> Nc1c(C(=O)N/N=C/c2cccnc2)oc2nc(-c3ccccc3)cc(-c3ccco3)c12
    -5% | · | ? | 12% | · | · | -7% | 7.5%
> Cc1ccc2cc(CCNS(=O)(=O)c3ccc(F)cc3)c(=O)[nH]c2c1C
    -9% | · | ? | 4% | 2% | · | -16% | -0.2%
> CC(C)(C)c1ccc(SCCc2cccnc2)cc1
    43% | · | 13% | -1% | · | · | -10% | 0.5%
> Cc1ccc(-c2nnn(Cc3nc(N)nc(N4CCOCC4)n3)n2)cc1
    -2%[46.1 µM] | 2% | -1% | 5% | 27%[38.3 µM] | -15% | -5% | 0.0%
> Cc1c(C#N)c(=O)oc2ccc3ccccc3c12
    7%[46.1 µM] | -1% | ? | 46%[activator] | -30%[38.3 µM] | -5% | -3% | -1.7%
> COC(=O)c1c(C(=O)OC)c2cccc3cc(-c4ccccc4)c4ccc1c4n32
    -17%[46.1 µM] | 5% | 2.5µM* | 18µM* | 40%[38.3 µM] | -32% | 4µM* | 0.5%
> Cc1cc(C)cc(NC(=O)COC(=O)[C@@H](NC(=O)c2ccco2)C(C)C)c1
    -2% | 7% | ? | 11% | -1% | 11% | -11% | 2.4%
> CCOC(=O)C1=C(O)CSC1=Nc1ccccc1
    -13%[46.1 µM] | -1% | 8% | 34%[activator] | -3%[38.3 µM] | -10% | i | 4.0%
> CC(=O)Nc1ccc(C(=O)CSc2nnnn2C)cc1
    7% | · | 9% | -1% | · | · | -1% | 1.1%
> CCCn1c(SCc2ccccc2)nc2c1c(=O)[nH]c(=O)n2C
    3%[46.1 µM] | -1% | -5% | 18% | 23%[38.3 µM] | -2% | -4% | 0.1%
> Cc1cccc(C)c1NC(=O)CCCSc1nnc(-c2ccc(F)cc2)n1-c1ccccc1
    -14% | 2% | 1% | 0% | 12% | -56%[inhibitor] | i | 0.1%
> COc1ccc2c(c1)[N+](C)(C)C(C)(C)C=C2C
    7% | -1% | 20µM* | -46% | 13% | -1% | -4% | -1.3%
> C=CCn1c(SCC(=O)N2CCOCC2)nc(O)cc1=O
    -1%[46.1 µM] | 0% | 11% | 20% | ? | 2% | -5% | 2.3%
> Nn1c(Cc2ccccc2F)nnc1SCC(=O)N1CC(=O)Nc2ccccc21
    -12%[46.1 µM] | 1% | -5% | -45% | -2% | -5% | -8% | -0.8%
> O=C(N=C1c2ccccc2CN1c1ccc(F)c(F)c1)c1cccnc1
    4% | 0% | -7% | 21% | 23% | 1% | -4% | 3.8%
> Nc1c(S(=O)(=O)O)cc(Nc2cccc(S(N)(=O)=O)c2)c2c1C(=O)c1ccccc1C2=O
    · | -7%[7.66 µM] | · | 1%[14.2 µM] | 3% | -5%[9.22 µM] | · | ·
> CCc1ccccc1NC(=O)c1ccc(NCCc2ccccc2)c([N+](=O)[O-])c1
    -26% | 0% | 10% | -7% | 16% | -7% | 10% | 8.8%
> Brc1ccc(-c2csc(N3CCC(c4ccccc4)C3)n2)cc1 (stereo unspecified)
    -15%[46.1 µM] | 3% | -1% | · | 3%[38.3 µM] | -33%[inhibitor] | -4% | -2.0%
> COc1c2ccoc2cc2oc(C)cc(=O)c12
    · | -1% | 10% | 3% | 1% | 11% | -4% | 2.0%
> CN(CCc1ccccn1)C(=O)CCc1nnc(CCCc2ccccc2)o1
    4% | 2% | 3% | 12% | 9% | · | i | 1.1%
> CCOc1ccccc1CNC(=O)c1cc2oc3ccccc3c2n1C
    -17%[46.1 µM] | -2% | ? | 3% | 0%[38.3 µM] | 153% | -17% | -0.1%
> CCOCCCNC(=O)c1cc(Sc2ccc(F)cc2)nc2ccccc12
    -1% | 0% | 0% | 4% | 8% | -12%[1.84 µM] | -3% | -0.9%
> NC1=NC2(CCN(Cc3ccccc3)CC2)n2c(nc3ccccc32)N1
    -12%[46.1 µM] | -4% | 10% | 9% | 36%[activator][38.3 µM] | 25% | -4% | -1.0%
> O=C(NCc1ccc(Cl)cc1)C(=O)NCC(c1cccnc1)N1CCN(c2ccc(F)cc2)CC1 (stereo unspecified)
    -31% | 1% | -3% | 1% | 2% | -80%[inhibitor] | -2% | -0.6%
> CC(=O)NC1Sc2ccccc2N=C1c1ccccc1 (stereo unspecified)
    14%[46.1 µM] | -29% | ? | -12% | 7%[38.3 µM] | ? | -1% | 7.1%
> O=C(CC(Nc1ccccc1Cl)C(=O)OCC(=O)c1cccs1)c1ccccc1 (stereo unspecified)
    -21%[46.1 µM] | 0% | -9% | 3% | 8%[38.3 µM] | -8% | i | 2.0%
> Fc1ccc(OCc2nn3c(Cn4nnc5ccccc54)nnc3s2)cc1
    -7%[46.1 µM] | · | 1% | · | · | · | -18% | -5.5%
> CC(NC(=S)Nc1ccc(F)cc1)C(c1cccs1)N1CCOCC1 (stereo unspecified)
    3% | · | 14% | -8% | 8% | · | i | 0.0%
> Cn1c(N)c(C(=O)COC(=O)CCCOc2ccc(Cl)cc2Cl)c(=O)n(C)c1=O
    -5% | 4% | -2% | 1% | 9% | 3% | -5% | -1.6%
> CCCSc1nc(C)c(CC(=O)OCC)c(=O)[nH]1
    0%[46.1 µM] | -3% | -1% | 8% | 20%[38.3 µM] | 25% | i | 0.0%
> CN(Cc1ccccc1NCC(=O)Nc1ccccc1C#N)C1CCCCC1
    -33% | 3% | -7% | 9% | 6% | 6% | -13% | -1.6%
> Cc1nc(-c2ccccn2)nc(N2CCOCC2)c1Cl
    ? | · | -2% | 1% | · | · | -9% | -1.6%
> CCc1ccc2oc(-c3ccc(N)cc3)nc2c1
    -1%[46.1 µM] | -4% | ? | 11% | -24%[38.3 µM] | 1µM* | -6% | 1.3%
> COC(=O)c1c(NC(=O)CCCC(=O)O)sc2c1CCCCC2
    -8% | -2% | -8% | 11% | 1% | 16% | i | 1.3%
> Cc1cc(C)nc(SCCC(=O)Nc2ccccc2C)n1
    -9%[46.1 µM] | 3% | -2% | -10% | -14%[38.3 µM] | -4% | -5% | -2.3%
> O=C1CSC(c2ccncc2)N1Cc1ccccc1 (stereo unspecified)
    4% | 0% | -4% | -2% | 5% | -23% | 20% | -1.3%

# From PubChem BioAssay

# Not all compounds are listed; the hit share may differ from the screen's.
